Screening results deposited in PubChem by several laboratories.
PfHsp40 yeast = rescue of yeast from PfHsp40 toxicity, primary screen, S. cerevisiae, ATP luminescence. S. cerevisiae expressing PfHsp40, growth rescue. growth rescue, % at 12.5 µM. 340,000 compounds, 0.68% hits; in the data active = growth rescue above about 28%, passing the limit was not always enough; inconclusive = no clear call, values can overlap the other calls;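 note: yeast W303a lacking pdr1 and pdr3 grown in galactose medium; growth measured after three days at 30 °C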
BH1578 lux ind = inducers of Vibrio cholerae quorum light production without autoinducers, primary screen, BH1578 luxS cqsA deficient, single point; 350,000 compounds, 0.16% hits; activation, % at 18.7 µM; V. cholerae BH1578 lux reporter, luminescence, 6 h; in the data active = activation mostly above about 9.7%, no sharp cut-off; inconclusive = no clear call, values can overlap the other calls; inactive = mostly below about 3.7%; note: not every result past the cut was called active; inactives centre near 0; reference of the scale not given here
BoNT A protease = BoNT/A light chain protease inhibitors, primary screen, biochemical, flow cytometry, MLPCN library. multiplex microsphere protease substrate cleavage. Botulinum neurotoxin type A light chain protease (Clostridium botulinum A str. ATCC 3502). 360,000 compounds, 0.17% hits. inhibition, % at 10 µM; note: plate controls were buffer without enzyme for full effect and enzyme alone for no effect
TcdB GH inh = TcdB glycohydrolase inhibitors, primary screen, biochemical, single point, plate reader; TcdB glycohydrolase enzymatic assay; inhibition, % at 9.99 µM; 350,000 compounds, 0.24% hits; AID 652162, 2013; in the data active = inhibition above about 10%
Anthrax LF prot = Bacillus anthracis LF protease inhibitors, primary screen, biochemical, multiplex microsphere, MLPCN library. inhibition, % at 10 µM. multiplex microsphere protease cleavage assay. Lethal factor (Bacillus anthracis), P15917. 360,000 compounds, 0.12% hits; note: plate controls were buffer without enzyme for full effect and enzyme alone for no effect
Target sequence (P15917 whole entry, looked up): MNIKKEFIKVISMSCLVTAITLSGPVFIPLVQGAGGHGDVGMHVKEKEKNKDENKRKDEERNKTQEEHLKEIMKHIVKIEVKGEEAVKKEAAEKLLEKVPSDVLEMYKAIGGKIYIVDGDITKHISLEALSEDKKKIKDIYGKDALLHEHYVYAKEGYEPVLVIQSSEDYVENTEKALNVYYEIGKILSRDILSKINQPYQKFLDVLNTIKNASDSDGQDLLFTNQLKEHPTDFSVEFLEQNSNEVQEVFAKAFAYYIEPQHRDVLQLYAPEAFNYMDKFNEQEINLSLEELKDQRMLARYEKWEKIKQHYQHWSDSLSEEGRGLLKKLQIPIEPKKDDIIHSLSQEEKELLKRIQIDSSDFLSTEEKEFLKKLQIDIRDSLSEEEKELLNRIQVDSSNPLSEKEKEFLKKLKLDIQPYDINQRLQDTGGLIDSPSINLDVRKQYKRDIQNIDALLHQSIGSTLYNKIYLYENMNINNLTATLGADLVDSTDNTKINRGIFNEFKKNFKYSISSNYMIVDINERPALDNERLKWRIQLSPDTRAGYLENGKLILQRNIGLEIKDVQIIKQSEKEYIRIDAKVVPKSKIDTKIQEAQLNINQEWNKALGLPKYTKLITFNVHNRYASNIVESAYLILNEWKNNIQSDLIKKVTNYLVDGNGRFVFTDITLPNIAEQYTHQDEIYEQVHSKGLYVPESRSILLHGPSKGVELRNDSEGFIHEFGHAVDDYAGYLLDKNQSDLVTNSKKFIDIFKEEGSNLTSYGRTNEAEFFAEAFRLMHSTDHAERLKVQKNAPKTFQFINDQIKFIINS
CCHFV vOTU inh = CCHFV vOTU protease inhibitors, primary screen, biochemical, Pep-AMC substrate, fluorescence | Crimean-Congo hemorrhagic fever virus L polyprotein viral ovarian tumor (vOTU) protease … | inhibition, % at 11.5 µM | 370,000 compounds, 0.55% hits; in the data active = inhibition above about 30%; note: 0% = vehicle wells with enzyme and 100% = no enzyme wells
PriA SSB inh = inhibitors of Klebsiella pneumoniae PriA binding to SSB C-terminal tail, primary screen, biochemical, AlphaScreen | PriA–SSB C-terminal tail interaction (Klebsiella pneumoniae) | AlphaScreen SSBct-PriA binding, biotinylated peptide | inhibition, % at 33 µM | 430,000 compounds, 0.6% hits | AID 1272365, 2023; in the data active = inhibition mostly above about 37%, no sharp cut-off; inactive = mostly below about 20%;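 note: plate controls were negative control peptide for no effect and reference peptide for full effect; strong numbers were not always called active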
VHR inh abs = VHR1 phosphatase inhibitors, primary screen, biochemical, absorbance, uHTS; Dual specificity protein phosphatase 3 (Homo sapiens), P51452; recombinant VHR phosphatase, pNPP absorbance; inhibition, % at 13.3 µM; 290,000 compounds, 0.52% hits; in the data active = inhibition above about 50%; note: some compounds called inactive have numbers as strong as hits
Target sequence (P51452 whole entry, looked up): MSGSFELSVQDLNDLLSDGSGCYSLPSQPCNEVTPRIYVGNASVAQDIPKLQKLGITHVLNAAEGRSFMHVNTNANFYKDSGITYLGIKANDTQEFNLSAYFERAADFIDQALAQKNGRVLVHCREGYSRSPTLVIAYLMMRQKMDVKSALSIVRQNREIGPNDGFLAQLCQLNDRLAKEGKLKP
3CLpro inhibitor = SARS-CoV 3CLpro protease inhibitors, primary screen, biochemical, quenched FRET; Replicase polyprotein 1ab (Severe acute respiratory syndrome coronavirus), P0C6X7; recombinant SARS-CoV 3CLpro, quenched FRET peptide cleavage; inhibition, % at 6 µM; 290,000 compounds, 0.14% hits; in the data active = inhibition above about 12%
Y pestis TopoI = Yersinia pestis topoisomerase I inhibitors, primary screen, biochemical, cleavage product accumulation, plate reader, single point; DNA topoisomerase I (Yersinia pestis CO92); Y. pestis Topo-I cleavage product accumulation; activity, % at 10 µM; 360,000 compounds, 0.064% hits; AID 504884, 2011; in the data active = activity above about 50%, passing the limit was not always enough; inconclusive = no clear call, values can overlap the other calls; note: inactives centre near 2
The depositor's hits bear a star; i = inactive; ? = inconclusive; · = not tested or not shown; & = joins results of further samples. Cut-off read from the data, not from the text of the source, unless noted: active = inhibition above about 30%; inconclusive = no clear call, values can overlap the other calls; inactive = below that. This is a subset (hit frequency here may not be typical).

SMILES | PfHsp40 yeast | BH1578 lux ind | BoNT A protease | TcdB GH inh | Anthrax LF prot | CCHFV vOTU inh | PriA SSB inh | VHR inh abs | 3CLpro inhibitor | Y pestis TopoI
COc1ccc(OC)c(CN2CCC(C(=O)N3CCN(c4ccccc4F)CC3)CC2)c1 | -1.4 | -0.4 | -1.0 | 0.7 | -1 | 3 | -5 | 12 | -1 | 2
COC(=O)c1ccccc1NC(=S)NC(=O)c1ccc(C)cc1 | 1.0 | -3.7 | 0.6 | 0.1 | 0 | 6 | 14 | 22 | -6 | 13
CC(C)CCNC(=O)C(c1ccncc1)N(CC1CCCO1)C(=O)Cn1nnc(-c2ccc(F)cc2)n1 (stereo not given) | -0.5 | i | -0.2 | 0.6 | -1 | 1 | -12 | -13 | 3 | -6
CCOC(=O)Cn1c(S(=O)(=O)Cc2ccc(Cl)cc2)nc(-c2ccccc2)c1-c1ccccc1 | 0.7 | -0.3 | -0.7 | · | -1 | -9 | -9 | 21 | 0 | 42
O=C(CSc1ccccn1)Nc1ccc(Cl)c([N+](=O)[O-])c1 | -0.1 | -1.1 | -0.5 | -1.3 | -4 | 9 | -9 | 6 | -3 | 11
Cc1cc(N2CCCCC2)n2ncc(-c3ccccc3)c2n1 | 0.0 | 3.0 | -0.5 | · | -5 | 11 | 0 | 25 | 2 | 9
O=C1S/C(=C/c2ccccc2)C(=O)N1CC(O)Cn1c2ccccc2c2ccccc21 (stereo not given) | 1.6 | 0.1 | -0.6 | · | 0 | 1 | 0 | -4 | 2 | -4
COc1ccc(S(=O)(=O)Nc2c(C)nn(C)c2C)cc1Br | 1.1 | 1.0 | 0.1 | 0.7 | -1 | 0 | 1 | · | · | 2
COc1ccc2sc(C)[n+](C)c2c1 | 0.8 | -1.0 | 0.1 | 0.2 | -12 | -10 | 6 | -6 | -1 | 3
Cc1ccc(-c2nnn(CC(=O)N(CCCO)C(C(=O)NC3CCCC3)c3ccc(Cl)cc3)n2)o1 (stereo not given) | 0.6 | 0.2 | -1.2 | 1.2 | -1 | 2 | 11 | -8 | 2 | 12
CCOc1ccc(NC(=O)NNC(=O)C2CCC(C(C)(C)C)CC2)cc1 (stereo not given) | -1.7 | 0.4 | 0.0 | 0.2 | 0 | 12 | 1 | 0 | 1 | 7
CN(C)NC(=S)Nc1cccc(C(F)(F)F)c1 | -0.3 | -0.8 | -6.7 | -0.7 | 2 | -10 | -11 | 17 | 1 | 5
CC(C)CC(NC(=O)CC12CC3CC(CC(C3)C1)C2)C(=O)NC1=NCCS1 (stereo not given) | 3.1 | -0.5 | -1.6 | 0.8 | -3 | -5 | 9 | 26 | 3 | 17
CC(C)OC(=O)n1c(=S)oc2ccccc21 | -1.3 | 1.6 | 0.5 | 0.4 | 8 | -9 | -5 | -12 | 0 | 4
CSCC[C@@H](C(=O)O)N1Cc2ccccc2C1=O | -1.7 | i | -1.1 | -1.2 | -7 | -1 | 9 | 25 | · | 0
Cc1ccc(S(=O)(=O)NCC(c2ccco2)N2CCc3ccccc32)cc1 (stereo not given) | 6.0 | -0.7 | 1.5 | 0.3 | 1 | 10 | -11 | · | · | 35
O=S1(=O)CCC(NC(=S)SCCOc2ccccc2)C1 (stereo not given) | 1.7 | -0.4 | 0.0 | 0.1 | -1 | -6 | -16&9 | 3 | 4 | -2
COc1ccc(OC)c(CCNC(=O)CCc2nnc3ccc(N4CCCC4)nn23)c1 | -0.4 | -0.4 | 0.3 | 1.0 | 4 | 1 | 11 | 12 | 0 | 9
Cc1noc(C)c1COC(=O)Cn1c(C)nc2ccccc21 | 0.1 | i | 0.1 | · | -2 | -1 | -6 | 19 | -2 | 3
CC(C)(C)CN1CCNC(=O)C1CC(=O)NCc1cccc(-n2cccn2)c1 (stereo not given) | 1.7 | -0.9 | 0.5 | 5.0 | -1 | 19 | 1 | 11 | -1 | -1
Cc1cccc(N2C(=O)SC(SC(=Nc3ccccc3)Nc3ccccc3)C2=O)c1 (stereo not given) | 0.0 | -0.3 | 0.7 | · | 3 | 6 | 18 | 4 | 2 | -3
O=C(Nn1c(C2CC2)nc2ccccc2c1=O)c1ccco1 | 0.1 | -0.3 | 5.4 | · | -6 | 0 | -7 | -5 | -4 | -6
Nc1cc(=O)[nH]c(SCC(=O)Nc2ccc(S(=O)(=O)N3CCCCC3)cc2)n1 | -1.0 | -0.2 | 2.8 | -4.9 | 8 | 2 | -2 | 30 | 4 | -5
CC1(C)OC(=O)C2=C(CC(CCc3ccccc3)OC2c2ccccc2)O1 (stereo not given) | · | -0.4 | -0.5 | 2.2 | 5 | -1 | · | · | · | 37
O=C(Nc1nc(-c2ccco2)c(-c2ccco2)s1)c1ccco1 | -0.4 | 0.0 | 3.2 | 1.4 | 0 | 12 | 9 | · | · | -20
Further compounds
SMILES | PfHsp40 yeast | BH1578 lux ind | BoNT A protease | TcdB GH inh | Anthrax LF prot | CCHFV vOTU inh | PriA SSB inh | VHR inh abs | 3CLpro inhibitor | Y pestis TopoI
Cc1ccc(C(=O)Nc2ccc3cn[nH]c3c2)cc1S(=O)(=O)N1CCOCC1 | 2.1 | -3.7 | -0.1 | 1.3 | -5 | 2 | -11 | 9 | -2 | 6
COc1cccc(CC2(CO)CCN(Cc3cnc(-c4cccc(C)c4)nc3)CC2)c1 | -0.1 | -1.5 | -0.3 | 0.2 | -3 | 17 | 13 | 18 | 2 | 31
CC(C)C(NC(=O)c1ccco1)C(=O)NCc1ccc(C(=O)O)cc1 (stereo not given) | -0.1 | -0.2 | 1.2 | 1.7 | 3 | 8 | 0 | -14 | 4 | 1
CCn1c(O)c(/C=C2\C=Nc3ccccc32)sc1=Nc1ccccc1 | 0.1 | i | 0.6 | 0.9 | -2 | -17 | · | 5 | 0 | -2
COc1ccc(CCNC(=O)CN(c2ccccc2)S(C)(=O)=O)cc1 | -0.9 | -0.2 | 1.5 | -0.3 | 4 | -5 | -27 | 6 | 0 | 2
Cn1cccc1C(=O)C(=O)Nc1ccc(F)c(F)c1 | -0.8 | 1.6 | 0.3 | 1.0 | 4 | 0 | -4 | 2 | 2 | 0
COc1ccc(NS(=O)(=O)c2ccc(C)c(C(=O)NCC(c3ccco3)N3CCCCC3)c2)cc1 (stereo not given) | · | 0.7 | 4.8 | -0.8 | ? | 19 | -5 | · | · | 9
Cc1cc2nc(-c3cc(N4CCOCC4)ccc3[N+](=O)[O-])ccn2n1 | 17 | 3.3 | 0.4 | 0.3 | -1 | 20 | -1 | 8 | 1 | 2
Cc1ccc(O)c(C2=Nc3ccccc3N=C(c3cccc([N+](=O)[O-])c3)C2)c1 | -0.4 | -0.5 | 0.9 | -0.1 | 0 | 8 | 17 | 6 | 4 | 7
CN(C)/C=C/C(=O)c1cnc(-c2ccccn2)s1 | 1.8 | i | 0.3 | 0.2 | 2 | 22 | -5 | 27 | -2 | 5
O=C(COC(=O)c1ccc(CO)cc1)c1ccc(S(=O)(=O)N2CCCCC2)cc1 | -2.1 | i | · | 1.4 | · | 6 | -11 | · | · | 4
CCCc1nc2ccc(C)cn2c1Cc1ccccc1C(F)(F)F | · | · | 0.7 | 1.8 | 0 | 17 | · | · | · | ·
CC(C)[C@H]1COC(NC2=N[C@@H](C(C)C)CO2)=N1 | -1.0 | i | -0.1 | 0.7 | -2 | 2 | -9 | 20 | -1 | -2
CCC(CC)C(=O)NCCCCc1ccccc1 | -0.1 | -0.6 | -0.6 | · | -2 | -10 | -11 | -2 | -5 | -3
CC1c2ccccc2N(S(=O)(=O)c2ccccc2)C1C (stereo not given) | -0.7 | 0.9 | 0.7 | 4.1 | 0 | -4 | -8 | · | · | 17
CCN(CC)c1ccc(NC(=S)NC(=O)c2cccs2)cc1 | -1.1 | -0.2 | -1.9 | -7.2 | -5 | 12 | 30 | 25 | -3 | 4
O=C(c1ccc(F)cc1)N1CCC(O)(c2cccnc2)CC1 | 1.1 | -1.6 | -2.9 | · | 1 | 5 | -1 | 18 | 0 | 11
O=C(CCN1C(=O)C2C3C=CC(C3)C2C1=O)Nc1ccccn1 (stereo not given) | -0.3 | i | 1.3 | 0.6 | 10 | -16 | -18 | 21 | 3 | -9
CCCC(NC(=O)CCl)c1ccccc1 (stereo not given) | 0.1 | -0.2 | -0.4 | 1.4 | 1 | -11 | -9 | 22 | 3 | 4
CCN(CCCNC(=O)CC(C(=O)N1CCc2ccccc21)n1ccnc1)c1cccc(C)c1 (stereo not given) | 0.4 | -1.0 | -1.0 | · | -7 | 0 | 47* | 21 | 2 | 9
COc1ccc2c(c1)CCCC21NC(=O)N(CC(=O)NCc2cccs2)C1=O (stereo not given) | -1.5 | -1.7 | 0.0 | 4.3 | -4 | -1 | 4 | · | · | 3
C=C(C)Cn1c(N)cc(=O)nc1SCC(=O)Nc1cccc(C(F)(F)F)c1 | -1.3 | -0.7 | 1.8 | 1.6 | -1 | -8 | -12 | 10 | 1 | 3
CN1CCN(C(=O)C2=C[C@H](c3ccc4c(c3)OCO4)C[C@H](OCc3ccc(CO)cc3)O2)CC1 | 1.0 | i | 0.2 | 0.1 | -4 | -2 | -4 | -11 | 1 | 4
CC(C)NS(=O)(=O)c1ccc(NC(=O)C2CC3C=CC2C3)cc1 (stereo not given) | -0.2 | -1.0 | -0.1 | · | -1 | 12 | -17 | 13 | 1 | -2
CC(C)(C)C(=O)OCc1nc(-c2ccc(Cl)cc2)cs1 | 0.3 | 1.9 | -0.2 | 1.3 | -3 | 4 | -8 | 22 | 4 | 23
O=C(Nc1ccc2c(c1)C(=O)OC2)c1ccc(C(F)(F)F)cc1 | 0.4 | 0.7 | -2.1 | 0.2 | -6 | 21 | -1 | 0 | -2 | -2
COc1ccc(CSCCc2n[nH]c(=S)n2-c2ccccc2)cc1C | 0.8 | -0.6 | 0.2 | 1.1 | -2 | 4 | 11 | 5 | 6 | -5
COc1ccc(N2CCN(C(=O)CN(c3ccc(Br)cc3)S(C)(=O)=O)CC2)cc1 | 0.1 | i | -1.5 | · | -7 | 8 | 11 | 14 | 3 | -5
O=C(CCn1c(=O)oc2ccccc21)NC1=NCCS1 | -0.3 | -0.4 | -2.1 | · | 0 | 9 | 3 | 9 | 2 | -7

One compound at a time, as listed above. Screens in order: PfHsp40 yeast	BH1578 lux ind	BoNT A protease	TcdB GH inh	Anthrax LF prot	CCHFV vOTU inh	PriA SSB inh	VHR inh abs	3CLpro inhibitor	Y pestis TopoI
`O=C(CCN1C(=O)C2C3C=CC(C3)C2C1=O)Nc1ccccn1` (stereo not given) is entered as -0.3	i	1.3	0.6	10	-16	-18	21	3	-9
`O=C(Nc1ccc2c(c1)C(=O)OC2)c1ccc(C(F)(F)F)cc1` is entered as 0.4	0.7	-2.1	0.2	-6	21	-1	0	-2	-2
`CC1c2ccccc2N(S(=O)(=O)c2ccccc2)C1C` (stereo not given) is entered as -0.7	0.9	0.7	4.1	0	-4	-8	·	·	17
`CCCc1nc2ccc(C)cn2c1Cc1ccccc1C(F)(F)F` is entered as ·	·	0.7	1.8	0	17	·	·	·	·
`COc1ccc(NS(=O)(=O)c2ccc(C)c(C(=O)NCC(c3ccco3)N3CCCCC3)c2)cc1` (stereo not given) is entered as ·	0.7	4.8	-0.8	?	19	-5	·	·	9
